# Compound activity: PubChem, several laboratories
# SDO1 yeast rescue – restores growth of sdo1-depleted yeast; S. cerevisiae sdo1-depleted JHY4D growth rescue, OD600 30 h; stronger effect = higher value; pdr5 snq2 efflux-pump mutant strain; z-score at 10 µM; 140,000 compounds, 0.21% hits;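 active means z-score above 3 at both the 24 hr and the 30 hr optical density reads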;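 further: z-score against mean and SD of all compound wells on the same plate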
# INS promoter inh – TRM-6 insulin promoter activity inhibition; TRM-6 cells (human fetal islet line), insulin promoter-eGFP reporter, imaging; reporter expression induced with tamoxifen; inhibition, % at 2 µM; 130,000 compounds, 0.9% hits; AID 1273;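 active means inhibition above the mean plus 3 SD, with well images judged a real hit on visual review, cut at about 60% in these data, passing the limit was not always enough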
# SDO1 yeast rescue Rescue 24 h – recorded beside SDO1 yeast rescue, whose call it bears; z-score; S. cerevisiae sdo1-depleted JHY4D growth rescue, OD600; measured here: growth rescue at 24 h;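 0 is the plate mean of compound wells and units are plate SD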
# * marks the source's active call; other numbers are inactive results; i = inactive; . = no result given.
SDO1 yeast rescue	SDO1 yeast rescue Rescue 24 h	INS promoter inh	smiles
0.09	-0.23	19.2	COc1cccc(NC(=O)Cn2nnc(-c3ccccc3N)n2)c1
0.34	-0.04	17.1	CN1CCN(S(=O)(=O)c2ccc(NC(=O)C(C)(C)C)cc2)CC1
1.22	0.67	29.4	O=C(CN1CC[n+]2c(-c3cccs3)csc21)c1ccc(Br)cc1
1.98	0.72	10.3	O=C(Nc1ccc(NC(=O)C2CC2)cn1)c1ccccc1Cl
.	.	i	CCN1CCN(C2=CC3=CC(=C(C#N)C#N)CCC3CC2)CC1 (stereo not given)
.	.	23.5	CCOC(=O)C1=C(CN2CCN(CCC#N)CC2)NC(=O)NC1c1ccc2c(c1)OCO2 (stereo not given)
0.56	-0.29	7.1	CCOC(=O)CSC1=Nc2ccccc2C2=NC(CC(=O)NCc3ccccc3)C(=O)N12 (stereo not given)
1	0.7	.	O=C(NNC(=S)NC1CCCCC1)c1ccc2c(c1)OCO2
-1.42	0.44	-27.3	CCc1cc2c(=O)c(-c3ccc4c(c3)OCCO4)coc2cc1OC(=O)c1ccco1
1.1	1.32	.	COc1ccc(-c2nc(CS(=O)CC(=O)N3CCCC3)c(C)o2)cc1 (stereo not given)
-0.01	-0.14	-137.5	O=C(NCc1ccccc1)c1ccc(OC2CSC2)cc1
1.27	1.94	-43.3	O=C(Cn1cnc2ccccc21)N/N=C/c1cccs1
.	.	-345.4	Cc1nc2nc(-c3ccccc3)nn2c(C)c1Cl
0.71	0.32	-50.0	Cc1cc(S(=O)(=O)NCC(C)C)ccc1OCC(=O)N1CCOCC1
-0.17	-0.64	13.3	Cc1ccc(-n2nc(-c3cccnc3)cc2C(=O)N2CCOCC2)c(C)c1
-0.25	-0.14	43.3	CN(C)S(=O)(=O)c1ccc(NC(=O)N2CCN(c3cccc(C(F)(F)F)c3)CC2)cc1
-0.07	-0.69	-19.4	O=C(c1ccc(Cl)c(Cl)c1)N1CCOCC1
.	.	0.0	NC(=O)c1ccc(NCCc2ccccc2)c([N+](=O)[O-])c1
-2.44	-1.06	-53.9	Cc1ccc(C)c(Cn2c(=O)n(CCC(=O)NCc3ccco3)c(=O)c3ccccc32)c1
-1.02	-1.13	6.7	COc1cc(/C=C/C(=O)c2ccc(C)cc2)ccc1OCC#N
0.26	0.06	.	Cc1cc(=O)oc2ccc(OCC(=O)N3CCc4ccccc43)cc12
-0.15	-0.45	-54.3	Cc1ccc(-c2nc(-c3cccnc3)no2)c(C)c1
0.2	-0.25	.	COc1ccc(C2CC(c3ccccc3)Nc3ncnn32)cc1 (stereo not given)
-0.89	-0.03	-446.1	Cc1cc(C)cc(OC(=O)CS(=O)c2ccc(C(F)(F)F)cc2[N+](=O)[O-])c1 (stereo not given)
-0.65	-1.11	.	CCCCCOc1ccc(C(=O)N(Cc2ccco2)C2CCS(=O)(=O)C2)cc1 (stereo not given)

# Additional records.
SDO1 yeast rescue	SDO1 yeast rescue Rescue 24 h	INS promoter inh	smiles
-0.04	0.42	-23.1	COc1ccc(Cl)c(NC(=O)Cn2nnc(-c3ccccc3N)n2)c1
1.02	0.25	20.0	CCN1CCN(C(=O)c2cn(CCOC)c(=O)c3c2c2ccccc2n3C)CC1
-0.54	-1.06	-14.3	N=C1c2ccccc2CN1NC(=O)CC12CC3CC(CC(C3)C1)C2
0.37	-0.31	-33.3	COc1ccc(CCn2c(C)c(C(C)=O)c3cc(OC(=O)c4ccco4)ccc32)cc1OC
-0.96	-1.64	-22.2	COc1cc(OC)c(NC(=O)c2ccco2)cc1Cl
0.08	0.08	-39.3	CCN(CC)C(=O)C(C)OC(=O)COc1ccc(Cl)cc1Cl (stereo not given)
-2.03	-1.38	18.8	Cc1sc(NC(=O)c2cccs2)nc1-c1ccccc1
-0.2	0.49	.	COc1ccc(-c2cc(C(=O)NCc3ccccc3)no2)cc1OC
.	.	35.0	CN(C)c1ccc(CN2CCC(C(N)=O)CC2)cc1
0.61	1.14	55.3	Cc1cc(C(=O)NCc2ccccc2F)cs1
0.94	0.91	21.4	COc1ccc(OC)c(/C=N/NC(=O)CNC(=O)c2ccc(S(=O)(=O)N3CCOCC3)cc2)c1
.	.	-100.0	O=C(c1cccc2ccccc12)n1nnc2ccccc21
-0.13	0	-24.2	CC1Cc2ccccc2N1C(=O)c1ccc2c(c1)nnn2C (stereo not given)
-0.31	-0.33	.	CC(=O)c1cccc(NC(=O)COC(=O)c2cccc(N3C(=O)c4ccccc4C3=O)c2)c1
0.32	0.39	.	COC(=O)c1ccc(COC(=O)c2ccc(SC)cc2OC)cc1
0.58	-0.05	57.1	CN(C)c1[nH]c(=O)c(C#N)c2c1CCN2Cc1ccccc1
1.21	0.55	0.0	CCOc1ccc(NC(=O)Cc2ccccc2)cc1
0.8	0.68	10.8	Cc1c([N+](=O)[O-])ccc(S(=O)(=O)N2CCC(C(N)=O)CC2)c1C
-0.3	-0.34	.	O=c1c2ccccc2nc2n1CCCS2
0.16	-0.59	.	COc1ccc(CN2CCNC(=O)C2CC(=O)O)cc1OC (stereo not given)
.	.	16.7	COc1ccc(-c2nnn(CC(=O)NCc3ccc4c(c3)OCO4)n2)cc1OC
0.92	0.68	9.7	Cc1noc(C)c1CSCC(=O)OCC(=O)NC1CCCCC1
-1.11	-1.03	16.7	CCOC(=O)Cn1nnnc1C(C(C)C)N(Cc1cc2c(C)cc(C)cc2[nH]c1=O)C1CCCC1 (stereo not given)
0.01	0.17	0.0	COc1ccccc1-c1c(C)oc2cc(OCC(=O)OCc3ccccc3)ccc2c1=O
-0.33	-0.69	.	COc1ccc(S(=O)(=O)N2Cc3ccccc3CC2C(=O)O)cc1 (stereo not given)

# Later entries
SDO1 yeast rescue	SDO1 yeast rescue Rescue 24 h	INS promoter inh	smiles
-1.32	-0.78	-5.7	CN(C)c1nc(N2CCOCC2)nc(N(c2ccccc2)c2ccccc2)n1
-0.54	-1.22	91.2*	Cc1c(Cl)cccc1-n1c(SCC(=O)NCc2cccs2)nnc1-c1ccncc1
1	0.96	-33.3	Cc1oc(C(=O)O)cc1CSCc1cc(C(=O)O)c(C)o1
0.36	-0.04	28.6	CC(C)(C)NS(=O)(=O)c1ccc(CCC(=O)O)cc1
.	.	-33.3	CN(C)C(=O)c1cn(-c2ccccc2)nc1-c1cc2ccccc2oc1=O
.	.	33.3	CCc1ccc(NC(=O)Cn2c3[n+](c4c(F)c(F)ccc42)CCCCC3)cc1
-0.62	0.07	3.3	CCn1c(COc2ccc(Cl)cc2)nnc1SC1CCc2ccccc2C1=O (stereo not given)
-0.44	0.03	-72.2	CCOC(=O)c1ccccc1NC(=O)CSc1nc(N)cc(N)n1
-0.06	0.18	.	CCCn1nnnc1SCC(=O)Nc1ccc(F)cc1
-0.3	0.26	.	COC(=O)CC1=NN(c2ccccc2)C(=O)/C1=C\c1ccc(OC)cc1
.	.	-21.4	CN(C)c1ccc(NC(=O)C(=O)NCCOc2ccccc2)cc1
-0.95	-1	10.2	C/C(=N\NC(=S)Nc1cccc(C)c1)c1cccc(N)c1
-1.09	-0.66	-7.1	COc1ccccc1N=Nc1nc(-c2ccccc2)c(-c2ccccc2)[nH]1
-0.36	-0.86	-26.1	CN(c1ccccc1)S(=O)(=O)c1ccc(C(=O)NCC2CCCO2)cc1 (stereo not given)
0.3	-0.33	.	CCc1nc2ccccc2n(CCOCCOCCn2c(=O)c(CC)nc3ccccc32)c1=O
0.65	0.07	53.1	O=C(NNC(=O)c1cccnc1)Nc1cccc(Cl)c1Cl
0.79	0.04	3.9	O=C(CCCNS(=O)(=O)c1cccs1)N1CCN(c2ccc(F)cc2)CC1
1.42	1.67	-11.6	O=C(CSc1ccccn1)Nc1nncs1
-2.5	-2.38	.	CCc1cccc(CC)c1NC(=O)/C(C#N)=C/c1ccccc1C(F)(F)F
0.13	0.44	.	CN(C)c1nc(N)nc(CSc2nnnn2-c2ccc(C(=O)O)cc2)n1
-0.07	0.01	-66.7	CCC(NC(=O)Nc1ncccc1C)(C(F)(F)F)C(F)(F)F
0.8	0.46	-24.1	Cc1ccc(C(=O)Nc2ccccc2C(=O)N2CCOCC2)cc1[N+](=O)[O-]
-1.01	-1.19	-10.3	CCOC(=O)C1C(C(=O)OCC)C1(c1ccccc1)c1ccccc1 (stereo not given)
-0.81	-0.98	-51.6	Cc1nc2ccccc2nc1OCC(=O)N1CCN(c2ccccc2)CC1
0.24	-0.53	.	Cc1ccc(N2C(=O)CSC2c2cccs2)cc1 (stereo not given)

# Other results follow:
SDO1 yeast rescue	SDO1 yeast rescue Rescue 24 h	INS promoter inh	smiles
-0.98	-1.13	54.5	CCCCn1c(NC(=O)c2ccccc2Cl)c(C#N)c2nc3ccccc3nc21
-1.24	-0.78	-33.3	O=C(N/N=C/c1cn(-c2ccccc2)nc1-c1cccs1)c1ccc(Cl)cc1
-0.75	0.13	.	CCOC(=O)c1ccc(-c2ccc(/C=C(\C#N)C(=O)NCc3cccs3)o2)cc1
-0.7	-0.52	-3.2	N#CC(c1ccccc1)c1ccc(C(=O)c2ccc(F)cc2)cc1 (stereo not given)
-0.05	-1.06	-33.3	Cc1cc2ccccc2n1CCNC(=O)c1ccc(S(=O)(=O)N2CCOCC2)cc1
-0.91	-0.77	.	CCOC(=O)C1(C)C=C(Nc2ccc(OCC)cc2)C(=O)N1c1ccccc1 (stereo not given)
0.71	0.21	35.9	C=CCNC(=O)c1cc(Cl)ccc1Cl
-0.98	-0.76	0.0	Cc1csc(NC(=O)c2cccc(S(=O)(=O)N3CCCCC3)c2)n1
-1.74	-1.21	-27.3	CCc1ccc(NC(=O)CSc2nnc(SCC(=O)Nc3ccc(CC)cc3)n2N)cc1
0.56	0.26	-116.7	Cc1ccc(SCCC(=O)N2CCC(C(N)=O)CC2)cc1
0.62	0.24	-7.0	Cc1ccc(-n2c(C)cc(C(=O)CSc3n[nH]c(N)n3)c2C)cc1
.	.	11.1	O=C(NCCc1ccccc1)C1CCC(CNS(=O)(=O)c2cccs2)CC1 (stereo not given)
-1.94	-1	40.0	Cc1ccc(OCCCCN(C)Cc2ccccc2)c(Br)c1
-1.46	-1.23	-9.1	O=C1c2sc3nc4c(c(=O)n3c2C(=O)N1c1ccccc1)CCC4
-1.08	-0.83	36.7	Cc1ccc(NC(=O)Cn2c(-c3ccc(F)cc3)cnc2SCC(=O)Nc2c(C)cccc2C)cc1
0.28	-0.11	-50.0	Cc1ccc(-n2ncc(N(C)C)c(Cl)c2=O)cc1
0.47	-0.52	.	CCCC(=O)c1c(NC)cc(C)oc1=O
-0.13	-0.42	-13.3	OCCNCCCCCOc1ccc(F)cc1
-0.62	-0.5	21.2	COc1ccc(CN(CCC(c2ccc(F)cc2)C2CCOC(C)(C)C2)C(=O)c2ccco2)cc1 (stereo not given)
0.58	-0.67	0.0	Cc1nn(C)c(-c2n[nH]c(=S)n2Cc2ccco2)c1Cl
1.13	0.71	5.1	CS(=O)(=O)N(CC(=O)NCc1cccnc1)Cc1ccc(Cl)cc1
-0.09	-0.58	.	Cc1ccccc1NC(=O)c1cc(S(=O)(=O)N2CCOCC2)ccc1F
1.53	1.16	7.1	COc1ccc(NC(=O)c2ccc(S(=O)(=O)N3CCOCC3)cc2)c(OC)c1
0.43	0.77	-66.7	Cn1c(Cc2cccc3ccccc23)nnc1SCC(=O)N1CCN(c2ccccc2)CC1
-0.41	1.41	.	Cc1cc(C)c2nc(N3CCC(C(=O)N4CCN(c5ncccn5)CC4)CC3)sc2c1

# 3 compounds already listed, arranged by molecular weight, lowest first:
SDO1 yeast rescue	SDO1 yeast rescue Rescue 24 h	INS promoter inh	smiles
-0.13	-0.42	-13.3	OCCNCCCCCOc1ccc(F)cc1
0.43	0.77	-66.7	Cn1c(Cc2cccc3ccccc23)nnc1SCC(=O)N1CCN(c2ccccc2)CC1
-1.08	-0.83	36.7	Cc1ccc(NC(=O)Cn2c(-c3ccc(F)cc3)cnc2SCC(=O)Nc2c(C)cccc2C)cc1

# Going on with the list.
SDO1 yeast rescue	SDO1 yeast rescue Rescue 24 h	INS promoter inh	smiles
-0.96	-0.96	.	Cc1noc(C)c1COc1ccc(C(=O)OCC(=O)NCc2ccccc2Cl)cc1
0.37	0.63	1.6	O=c1oc2cc(Oc3ccc(C(F)(F)F)cc3[N+](=O)[O-])ccc2c2c1CCC2
0.57	0.64	10.0	Cc1ccc(OCCOCCn2ccnc2)c(Br)c1
.	.	-40.0	O=C(CNC1CCCCC1)NCC1(c2ccccc2)CCCC1
.	.	-6.7	COc1ccc(NC(=O)c2cccnc2)c([N+](=O)[O-])c1
-0.68	-0.57	.	COC(=O)c1cn(C(C)C(=O)NCc2ccco2)c2ccccc12 (stereo not given)
-0.41	0.27	-78.6	O=C(Nc1nnc(C(F)(F)F)s1)C1COc2ccccc2O1 (stereo not given)

# Entries listed so far with an NH in an aromatic ring:
SDO1 yeast rescue	SDO1 yeast rescue Rescue 24 h	INS promoter inh	smiles
0.58	-0.05	57.1	CN(C)c1[nH]c(=O)c(C#N)c2c1CCN2Cc1ccccc1
-1.11	-1.03	16.7	CCOC(=O)Cn1nnnc1C(C(C)C)N(Cc1cc2c(C)cc(C)cc2[nH]c1=O)C1CCCC1 (stereo not given)
-1.09	-0.66	-7.1	COc1ccccc1N=Nc1nc(-c2ccccc2)c(-c2ccccc2)[nH]1
0.62	0.24	-7.0	Cc1ccc(-n2c(C)cc(C(=O)CSc3n[nH]c(N)n3)c2C)cc1
0.58	-0.67	0.0	Cc1nn(C)c(-c2n[nH]c(=S)n2Cc2ccco2)c1Cl

# Among those listed so far, these have bromine:
SDO1 yeast rescue	SDO1 yeast rescue Rescue 24 h	INS promoter inh	smiles
1.22	0.67	29.4	O=C(CN1CC[n+]2c(-c3cccs3)csc21)c1ccc(Br)cc1
-1.94	-1	40.0	Cc1ccc(OCCCCN(C)Cc2ccccc2)c(Br)c1
0.57	0.64	10.0	Cc1ccc(OCCOCCn2ccnc2)c(Br)c1

# The list is partial; the hit share may differ from the screen's.
